FXIa mix inh: FXIa protease inhibitors in compound pools, primary screen, biochemical, 10-compound mixtures; Coagulation factor XI (Homo sapiens), P03951; purified FXIa, fluorogenic substrate, pooled mixtures; inhibition, % at 5 µM; hit rate 0.19% among 62,000;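 also: each value is inhibition by a whole ten-compound pool holding the compound; 0% = enzyme with no mixture and 100% = wells lacking enzyme; strong numbers were not always called active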
CatB inh: human cathepsin B inhibitors, primary screen, biochemical, fluorogenic substrate; purified cathepsin B, fluorescence; hit rate 0.1% among 63,000; AID 453, 2006; P07858; inhibition, %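 (tested at 10 µM)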; in the data active = inhibition above about 21%;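 also: 0% = enzyme with no compound and 100% = no enzyme blank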
C1s inh: complement C1s protease inhibitors, primary screen, biochemical, 10-compound mixtures. Complement C1s subcomponent (Homo sapiens), P09871. purified C1s, fluorogenic AMC substrate, pooled mixtures. mean inhibition % of two 10-compound mixtures (stronger effect = higher value), % at 5 µM (by protocol). hit rate 0.16% among 62,000;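 active = inhibition above 20% in each of the two 10-compound mixture wells holding the compound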;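 also: 0% = enzyme wells lacking compound mixture and 100% = no-enzyme blank wells; some compounds called inactive have numbers as strong as hits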
CatS inh: inhibitors of human cathepsin S, biochemical, compound mixtures; recombinant cathepsin S, AMC dipeptide fluorescence, pooled mixtures; P25774; inhibition, %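 (tested at 5 µM per compound within 10-compound mixtures)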; hit rate 0.06% among 62,000; in the data active = inhibition above about 32%, passing the limit was not always enough; inconclusive = no clear call, values can overlap the other calls;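 also: 0% = enzyme without compound and 100% = blank without enzyme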
Target sequence (P25774 115-331 limits assumed): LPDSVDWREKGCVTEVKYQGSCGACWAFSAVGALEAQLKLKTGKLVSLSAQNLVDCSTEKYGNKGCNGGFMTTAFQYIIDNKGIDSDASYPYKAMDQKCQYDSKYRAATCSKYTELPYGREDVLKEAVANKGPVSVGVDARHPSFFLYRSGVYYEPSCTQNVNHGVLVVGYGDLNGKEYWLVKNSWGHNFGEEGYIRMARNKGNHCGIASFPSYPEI
FXIIa mix inh: human factor XIIa inhibitors, primary screen, biochemical, pooled compound mixtures, fluorogenic substrate | Coagulation factor XII (Homo sapiens), P00748 | purified FXIIa | inhibition, % at 5 µM | hit rate 0.2% among 62,000 | AID 684, 2007;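 also: 0% = enzyme without compound and 100% = no enzyme blank; some results filed as inactive read as strong as hits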
Target sequence (P00748 20-372 limits assumed): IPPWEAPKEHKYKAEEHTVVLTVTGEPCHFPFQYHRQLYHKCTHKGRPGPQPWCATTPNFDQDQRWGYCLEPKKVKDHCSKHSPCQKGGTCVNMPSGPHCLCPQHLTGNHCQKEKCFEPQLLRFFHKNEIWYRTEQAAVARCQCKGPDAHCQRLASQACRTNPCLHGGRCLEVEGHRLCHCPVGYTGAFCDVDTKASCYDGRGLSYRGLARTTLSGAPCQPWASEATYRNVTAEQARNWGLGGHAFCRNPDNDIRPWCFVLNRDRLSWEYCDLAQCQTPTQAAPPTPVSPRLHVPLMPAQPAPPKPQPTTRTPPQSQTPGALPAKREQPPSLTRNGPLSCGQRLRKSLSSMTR
Target sequence (P00748 373-615 limits assumed): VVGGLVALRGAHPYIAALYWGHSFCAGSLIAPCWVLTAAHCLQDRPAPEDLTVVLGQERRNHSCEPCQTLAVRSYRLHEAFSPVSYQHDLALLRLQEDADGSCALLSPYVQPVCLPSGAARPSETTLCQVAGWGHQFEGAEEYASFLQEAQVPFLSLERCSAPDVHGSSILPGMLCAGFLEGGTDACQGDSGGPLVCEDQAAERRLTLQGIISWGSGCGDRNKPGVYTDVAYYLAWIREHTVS
A340 absorber: compound light absorbance at 340 nm, profiling panel, artefact control, biochemical, MLSMR library, data from PS, PMK, MK assays; compound absorbance at 340 nm, fold over control; fold change at 10 µM; 65,000 tested, under 10 active; AID 708, 2007;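 active = at 10 µM dose, initial 340 nm absorbance at least 2 fold that of control wells; inactive = change under 2 fold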;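 also: initial absorbance extrapolated from kinetic A340 decline of NADH oxidation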
Cathepsin G inh: human cathepsin G inhibitors, primary screen, biochemical, pooled compound mixtures, AMC fluorescence; purified enzyme, AMC-tetrapeptide fluorescence; hit rate 0.2% among 62,000; P08311; inhibition, % at 5 µM (by protocol); AID 581, 2007;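 active = inhibition above 20% in each of the two mixture wells holding the compound; inactive = inhibition of 20% or less in either well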;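 also: 0% = enzyme control without mixture and 100% = blank lacking enzyme; strong numbers were not always called active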
Target sequence (P08311 21-244 limits assumed): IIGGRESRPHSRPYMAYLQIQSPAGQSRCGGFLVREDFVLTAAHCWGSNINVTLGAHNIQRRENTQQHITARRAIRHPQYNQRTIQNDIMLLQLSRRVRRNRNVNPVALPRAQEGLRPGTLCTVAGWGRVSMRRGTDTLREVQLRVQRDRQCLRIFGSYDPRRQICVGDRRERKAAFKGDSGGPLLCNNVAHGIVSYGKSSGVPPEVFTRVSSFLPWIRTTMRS
CatB mixtures: cathepsin B inhibitors from pooled compounds, primary screen, biochemical, compound mixtures, AMC fluorescence. hit rate 0.06% among 62,000. inhibition, %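 (ten-compound pools at 5 µM per compound and 50 µM total)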. Purified cathepsin B, AMC dipeptide fluorescence. P07858. AID 488, 2006; in the data active = inhibition above about 22%, passing the limit was not always enough; inconclusive = no clear call, values can overlap the other calls;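 also: 0% = enzyme without compound and 100% = no enzyme blank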
CatL inh: inhibitors of human cathepsin L, biochemical. Procathepsin L (Homo sapiens), P07711. purified cathepsin L, fluorogenic substrate, fluorescence. inhibition, %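 (tested at 10 µM)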. AID 460, 2006. hit rate 0.17% among 58,000; in the data active = inhibition above about 45%;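 also: 0% = enzyme with no compound and 100% = no enzyme blank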
* hit, by the source's call; u = inconclusive; x = not tested or not shown. Rule as the data show it, unless noted: active = inhibition above about 20% (passing the limit was not always enough); inactive = the rest. The list is partial. The share of hits here may be higher or lower than overall.

SMILES	FXIa mix inh	CatB inh	C1s inh	CatS inh	FXIIa mix inh	A340 absorber	Cathepsin G inh	CatB mixtures	CatL inh
Cc1cc(=O)[nH]c(SCC(=O)Nc2ccc(Br)cn2)n1	2	-3	-6	-6	11	1	-3	-5	-5
Cc1ccccc1-c1nc(CN2CCC(C(=O)N3CCN(c4ccccn4)CC3)CC2)c(C)o1	0	0	-9	3	11	1	9	-5	15
O=C1CC(c2ccc(F)cc2)Cc2nc(N3CCOCC3)ncc21 (stereo not given)	7	4	12	9	2	1.1	10	3	x
O=C(O)CCN1C(=O)C2C3C=CC(C3)C2C1=O (stereo not given)	3	-3	-10	-4	10	1	-3	0	-4
COC(=O)c1c(NC(=O)c2ccc(S(=O)(=O)N3CCOCC3)cc2)sc2c1CCN(C)C2	26	9	2	20	9	1	14	36	12
Cc1cc(C)n(-c2ccc(C(=O)Nc3nnc(C4CC4)s3)cc2)n1	8	4	13	2	2	1.1	17	1	5
O=C(CCC1COc2ccccc2O1)N1CCCC1 (stereo not given)	16	-4	14	11	-1	1.1	11	6	25
Cn1nnc2cc(C(=O)N3CCN(c4ccccc4)CC3)ccc21	1	3	10	2	9	1.1	11	1	10
CCCN1CCN(C(=O)Cn2c(=O)oc3cc(S(=O)(=O)NCc4ccccc4)ccc32)CC1	4	-1	-20	-5	-20	0.98	-1	7	16
Cc1ccc(C)c(-n2c(SCC(=O)Nc3nnc(C)s3)nnc2-c2ccoc2C)c1	9	1	22	-2	-1	1	10	9	-1
COc1ccc2[nH]c(=O)c(CN(Cc3ccccc3OC)Cc3nnnn3CC3CCCO3)cc2c1 (stereo not given)	-8	-1	-19	11	-29	1.1	-13	14	-5
CCOc1ccc(OCC)c(NC(=O)CSc2nc3cccnc3n2C)c1	10	2	10	u	2	1	10	8	14
COc1ccc(S(=O)(=O)Cc2ccc(C(=O)N3CCN(Cc4ccccc4)CC3)o2)cc1	-7	1	3	6	6	0.98	-3	0	30
CC1(C)CC(=O)C2=C(C1)Nc1ccccc1NC2c1nc2ccccc2[nH]1 (stereo not given)	10	0	0	0	4	1.2	0	2	x
CCCc1cc(=O)[nH]c(SCC(=O)NC(=O)c2ccccc2)n1	2	8	-13	14	8	1	-5	3	26
Cc1oc(-c2cccc(Cl)c2)nc1CN1CCC(C(=O)N2CCN(c3ccccn3)CC2)CC1	6	2	12	7	-6	1	10	-1	x
O=c1nccc(NCc2ccco2)[nH]1	8	2	-24	16	-16	0.98	8	2	11
CC(C)(C#N)NC(=O)c1ccco1	4	-6	-1	-5	3	0.98	-2	-3	-6
O=C(c1ccc(Cl)cc1)N1CCC(c2nc(-c3cccs3)no2)CC1	1	-6	-12	-1	6	1	0	2	-4
O=C(Nc1ccc(Br)cc1Cl)c1cnccn1	15	1	16	0	7	1.1	29	5	-7
C=CCOc1c(Br)cc(CNn2nnnc2N)cc1OCC	1	2	-6	-1	4	1.1	-6	1	2
COc1ccc(OCc2nc(N)nc(Nc3cccc(C)c3C)n2)cc1	8	1	13	-5	4	0.97	4	6	8
O=C(Nc1nnc(-c2ccco2)o1)C1CCCCC1	4	0	-2	-1	1	1	-3	0	5
COC(=O)c1c(C)[nH]c(C(C)=O)c1C	10	-3	3	7	-5	1.1	3	-6	-4
COc1ccc(C(=O)c2coc3ccc(O)c(CN4CCOCC4)c23)cc1	2	3	6	17	3	1	13	3	x
(next part)
SMILES	FXIa mix inh	CatB inh	C1s inh	CatS inh	FXIIa mix inh	A340 absorber	Cathepsin G inh	CatB mixtures	CatL inh
O=C(c1ccc2c(c1)OCO2)N1CCc2ccccc2C1	1	0	-11	0	7	0.98	0	6	-2
COc1ccccc1NC(=O)C1CC(=O)OC1c1ccccc1 (stereo not given)	4	-2	9	-1	4	1	9	2	-6
CCOc1ccc(Cc2nc(-c3nonc3N)no2)cc1OCC	5	3	-27	-6	6	0.99	1	5	0
CCOC(=O)N1CCC(NC(=O)C2CCN(S(=O)(=O)N3CCC(C)CC3)CC2)CC1	2	5	10	-1	6	1	15	5	-7
CCCCCCOC(=O)Sc1nc2ccccc2o1	15	-4	15	14	11	1	23	19	23
CCc1nccn1S(=O)(=O)c1ccc(C)c(C)c1	1	2	3	8	-3	0.99	11	-7	2
CN(CCC#N)S(=O)(=O)c1ccc2c(c1)c(=O)n(C)c(=O)n2C	-5	5	5	7	4	1	8	1	x
CC(C)CC1C(C#N)=C(N)SC(N)=C1C#N	-30	0	-97	-22	-5	1.1	-18	-11	x
O=C(CSc1nc2ccccc2o1)NCCOc1ccccc1	4	3	-6	-9	8	1	-8	3	1
CCOc1ccc(NCCC(=O)c2ccc3c(c2)OCO3)cc1	30	1	35	2	7	1	29	8	-2
O=C(NCCCN1CCOCC1)NC12CC3CC(CC(C3)C1)C2	8	4	-7	-4	-15	1	11	7	-1
Cc1ccc(S(=O)(=O)NCCC(=O)OCn2nnc3ccccc3c2=O)cc1	2	-2	39	5	9	0.99	9	4	9
CCOc1ccc(NC(=O)CSc2nnc(-c3ccccn3)n2N)cc1	4	-6	-1	-1	14	1	0	4	-11
N#C/C=C1\n2c(nc3ccccc32)OC12CCCCC2	5	0	6	-2	-21	1	17	4	-5
Cc1cc(C)n(CC(=O)n2c3ccccc3c3ccccc32)n1	-1	3	-1	1	2	1.1	1	-1	11
OC(COc1ccc(Cl)c2ccccc12)CN1CCN(c2ccccn2)CC1 (stereo not given)	8	-1	14	-8	-22	0.96	9	4	-1
CCCCCCn1c(-c2ccco2)nc2oc3cc(OC)ccc3c(=O)c2c1=O	1	3	-6	-4	2	1.1	-8	2	-3
CN(C)C=Nc1nonc1-c1ncn[nH]1	7	3	15	8	0	0.99	9	6	18
Cc1noc(/C=C/N(C)C)c1S(=O)(=O)N1CCCC(C(=O)NCc2cccs2)C1 (stereo not given)	11	10	13	11	4	1.4	16	6	x
CC(C(=O)Nc1ccccc1C(=O)N1CCCC1)n1nnc2ccccc21 (stereo not given)	11	2	0	-9	16	1	1	-1	-6
Cc1ccc(C(=O)NCCCCNC(=O)c2ccc(C)o2)o1	-3	0	-9	-3	5	1	6	1	7
C[C@@H]1C[C@H]2[C@@H]3C[C@H](F)C4=CC(=O)C=C[C@]4(C)[C@@]3(F)[C@@H](O)C[C@]2(C)[C@@]1(O)C(=O)CO	13	4	21	16	8	0.99	-2	20	28
CNC(=O)CN1C(=O)CSc2nc(C)cc(C)c21	-5	2	-42	-9	5	1.1	-15	-4	-4
COc1ccc(NC(=O)CSC2CCCCC2)cc1	5	6	22	39	9	1	15	2	23
CCOC(=O)c1[nH]c(C)c(C(=O)Nc2ccccc2F)c1C	6	-3	4	-13	-4	1	-1	5	-5
Next section:
SMILES	FXIa mix inh	CatB inh	C1s inh	CatS inh	FXIIa mix inh	A340 absorber	Cathepsin G inh	CatB mixtures	CatL inh
O=C(O)CCS(=O)(=O)c1cccc2cccnc12	-10	8	-40	23	4	1.1	-17	0	0
C=CCn1c(C)cc(C(=O)COC(=O)C2CC(=O)N(Cc3ccccc3)C2)c1C (stereo not given)	6	7	6	2	4	1	11	1	35
CCCn1c(=N)n(CC(O)COc2cccc(C)c2)c2ccccc21 (stereo not given)	8	7	9	-4	4	1	10	2	4
CCCN1CCN(CCCNC(=O)Cn2cc3c(n2)CCCC3)CC1	8	2	-2	14	9	1	10	2	6
COCCCn1c(SCC(=O)Nc2nnc(C)s2)nnc1-c1ccoc1C	0	-5	0	-6	-14	0.98	-1	4	-15
C=CCn1c(=S)[nH]c2nc3c(cc2c1=O)COC(C)(C)C3	8	-1	-24	15	6	1	3	3	-11
CC1CC(C)(C)NCc2ccccc21 (stereo not given)	6	-3	3	12	-26	0.98	1	8	18
O=C(CN1CCOCC1)Nc1c2c(nc3c1CCC3)CCC2	10	2	-4	-2	-18	1	1	0	3
Cc1ccc(NC(=O)c2cc(S(=O)(=O)N3CCOCC3)ccc2F)c(C)c1	5	11	-10	12	-2	0.98	-2	6	8
CCOC(=O)Cc1nn(C)c(=O)c2ccccc12	7	-1	-24	-9	3	1	1	-6	-5
CC(=O)N(Cc1cc2c(C)cc(C)cc2[nH]c1=O)C1CCCCC1	1	2	-11	-7	3	1.1	-14	1	-3
O=C1C/C(=C/NCc2ccccc2)C(=O)N1	8	2	15	-8	2	0.99	5	3	11
COc1ccc(C)cc1Cn1c(S(C)(=O)=O)nc2ccccc21	-18	-1	-52	-12	0	1.1	-22	-5	0
CC(OCc1ccccc1)C(NC(=O)OC(C)(C)C)C(=O)NCC1CCCO1 (stereo not given)	-11	0	-82	-12	6	0.99	-11	-3	15
O=C(NCc1ccccn1)c1ccc(/C=N/O)nc1	5	1	10	6	-15	1	9	3	-10
O=C(CN1CCN(C2CCCCC2)CC1)Nc1ccccc1-c1ccccc1	-19	4	-23	7	7	1	-1	-3	-2
COc1ccc(S(=O)(=O)n2c(CCN3CCOCC3)nc3ccccc32)cc1	7	5	9	2	5	1	3	4	11
COc1ccc(Cc2noc(-c3ccc(C)cc3)n2)cc1	2	1	-7	7	-2	1.1	-16	0	-1
O=C(NC1C=CS(=O)(=O)C1)c1sc2ccccc2c1Cl (stereo not given)	1	2	0	-2	3	1.1	8	2	3
Cc1nc2ccccc2c(=O)n1C1CCCCCC1	-2	-1	-7	-4	-14	1	8	-6	11
COc1cc2c(cc1OC)CN(Cc1ccc(OC)c(C)c1OC)CC2	3	0	-9	9	3	1.1	-7	0	6
CC(C)C(=O)N(Cc1cc2ccccc2[nH]c1=O)C(C)(C)C	2	-2	-18	10	4	1	-2	3	-2
COC(=O)C1(CCSC)NC(c2ccccc2OC)C2C(=O)N(C)C(=O)C21 (stereo not given)	-4	5	5	0	5	1	11	-3	41
Cc1c(Nc2ncnc3nc[nH]c23)c(=O)n(-c2ccccc2)n1C	1	9	-38	6	-16	1.1	-9	4	18
c1cncc(-c2nn3cnnc3s2)c1	6	6	16	2	3	1	13	4	16
Next part:
SMILES	FXIa mix inh	CatB inh	C1s inh	CatS inh	FXIIa mix inh	A340 absorber	Cathepsin G inh	CatB mixtures	CatL inh
CC(C)OC(=O)CSc1nc2ncc(Cl)cc2[nH]1	0	1	2	9	2	1.1	2	-3	16
Cc1c(Nc2nc3ccccc3nc2NS(=O)(=O)c2ccccc2)c(=O)n(-c2ccccc2)n1C	3	1	1	-18	28	1.1	4	-1	3
COc1ccc(NC(=O)CSc2nc3ccccc3c(=O)n2CCC(=O)N2CCCCC2)cc1	4	3	-30	4	1	1	-1	-6	3
Cc1cc(-c2ccccc2)nc2cc(C(N)=O)nn12	3	0	-3	-10	1	1	3	9	-6
CCOc1ccc(/C(O)=C2/C(=O)C(=O)N(CCCn3ccnc3)C2c2cccs2)cc1Cl (stereo not given)	6	-2	0	-4	1	1.1	-2	-4	11
O=C(c1cc2c(=O)n3ccccc3nc2s1)N1CCOCC1	-1	-2	-54	-1	15	1.1	0	0	-73
O=C(c1ccc(S(=O)(=O)N2CCOCC2)cc1)N(c1ccc(F)cc1)C1C=CS(=O)(=O)C1 (stereo not given)	12	2	14	-1	8	1.1	7	2	8
CCOCCCNC(=O)C1CCC(CNS(=O)(=O)c2cccc3nsnc23)CC1 (stereo not given)	1	3	7	-1	-21	0.98	12	-5	0
